# Compound activity (PubChem)
# PKA-R1A activ: PKA-R1A complex activation; PKA-R1A dissociation, Cy5-IP20 fluorescence polarization; scaled: DMSO 0%, 113 µM cGMP 100%; AID 504707; activation, % at 11.4 µM; 340,000 compounds, 0.083% hits;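 active = percent activation above the mean of all tested compounds plus 3 SD, cut at about 19% in these data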;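 also: higher means more PKAc released from R1A so a rise in polarization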
# HTR5A inv ctr: inverse agonist of human HTR5A in OPRM1-OPRD1 counter-screen. P47898. HTR5A cell line, luminescence, inverse agonism. inhibition, % at 9.3 µM. 340,000 compounds, 0.083% hits; in the data active = inhibition mostly above about 23%, no sharp cut-off; inactive = mostly below about 18%;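 also: 0% = cells with DMSO and 100% = no-cell wells with DMSO; some compounds called inactive have numbers as strong as hits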
# Target sequence (P47898 whole entry, looked up): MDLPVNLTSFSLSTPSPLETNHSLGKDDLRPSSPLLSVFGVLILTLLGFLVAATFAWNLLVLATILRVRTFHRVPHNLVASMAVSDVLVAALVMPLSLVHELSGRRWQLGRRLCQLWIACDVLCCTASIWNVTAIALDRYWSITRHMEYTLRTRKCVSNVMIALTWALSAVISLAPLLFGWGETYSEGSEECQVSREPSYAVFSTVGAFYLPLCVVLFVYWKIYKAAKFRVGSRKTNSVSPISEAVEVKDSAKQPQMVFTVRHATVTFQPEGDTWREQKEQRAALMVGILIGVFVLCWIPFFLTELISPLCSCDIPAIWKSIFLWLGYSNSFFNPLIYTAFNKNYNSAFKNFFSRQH
# AddAB inh: less growth of phage-infected E. coli with AddAB. E. coli expressing H. pylori AddAB, absorbance growth. inhibition, % at 11.9 µM. 330,000 compounds, 0.29% hits. AID 435030; in the data active = inhibition above about 12%;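 also: 0% = vehicle wells of infected cells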
# Mot1-301 SUMO: inhibitors of SUMOylation pathway: yeast Mot1-301 growth rescue; 320,000 compounds, 1% hits; growth rescue, % at 18.8 µM; S. cerevisiae Mot1-301 growth rescue, ATP luminescence, 38.5C; percent above DMSO median, 100 means doubled;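 active = every valid replicate shows activation above 250% relative to neutral control wells; inactive = the rest, any valid replicate at or below 250%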;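 also: OY570 slx delta 5 strain wells were the positive control but not used for scaling; some compounds called inactive have numbers as strong as hits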
# MOR-DOR ag: agonists of human mu-delta opioid receptor heterodimerization; P35372+P41143; activation, % at 9.3 µM; 340,000 compounds, 0.3% hits; AID 504326; cells, OPRM1-OPRD1 heterodimerization, luminescence; in the data active = activation above about 18%;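 also: 0% = vehicle-treated cells and 100% = reference agonist; values of inactives mirror those of a sister screen read the other way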
# Pemphigus Ab inh: inhibitors of pemphigus antibody binding to human desmoglein-3; DSG3-coupled beads, scFv-anti-DSG3-GFP binding, flow cytometry; active compounds read low; AID 588358; binding (percent of control), % at 10 µM; 310,000 compounds, 0.48% hits;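 active = binding more than 3 SD below its plate's average and above zero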;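 also: hits lower antibody fragment binding to DSG3; some compounds called inactive have numbers as strong as hits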
# HTR5A ag ctr: HTR5A agonism, opioid heterodimer counter-screen; HTR5A agonist assay, luminescence, cell-based; activation, % at 9.3 µM; 340,000 compounds, 0.61% hits; AID 504692; in the data active = activation mostly above about 9.5%, no sharp cut-off; inactive = mostly below about 7.6%;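 also: 0% = cells with vehicle only and 100% = reference agonist; strong numbers were not always called active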
# E coli growth: reduces bacterial viability in AddAB counter-screen; E. coli V3065 growth, OD600 absorbance, 18 h; 330,000 compounds, 0.27% hits; AID 449728; inhibition, % at 11.9 µM;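 active = inhibition above the campaign's mean inhibition across all tested compounds plus 3 SD, cut at about 9.9% in these data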;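 also: uninfected addAB+ strain grown without phage in ampicillin broth; 0% = DMSO wells and 100% = ciprofloxacin 0.95 µg/ml wells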
# phage Ecoli inh: E. coli growth loss with phage present; growth absorbance; inhibition, % at 11.9 µM; 360,000 compounds, 0.26% hits; AID 651602; in the data active = inhibition above about 11%
# PfHsp90 yeast 2: inhibits growth of yeast expressing Plasmodium falciparum Hsp90; S. cerevisiae expressing PfHsp90, BacTiter-Glo ATP, 48 h; yeast lacking PDR1 and PDR3 efflux regulators; inhibition, % at 9.4 µM; 310,000 compounds, 0.32% hits; AID 504621;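 active = every replicate shows inhibition above about 80%, whatever the replicate mean, limit read from the data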;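 also: 0% = DMSO neutral controls and 100% = 20 µM radicicol positive controls; yeast relying on Plasmodium falciparum Hsp90 in place of its own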
# MOR-DOR inv ag: mu-delta opioid heterodimer inverse agonism | inhibition, % at 9.3 µM | AID 504357 | 340,000 compounds, 0.21% hits | cell-based MOR-DOR heterodimer luminescence; in the data active = inhibition above about 22%, passing the limit was not always enough;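 also: 0% = cells with DMSO and 100% = wells without cells with DMSO; values of inactives mirror those of a sister screen read the other way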
# Numbers without * were called inactive; i = inactive; . = not tested or not shown.
no.	Structure	PKA-R1A activ	HTR5A inv ctr	AddAB inh	Mot1-301 SUMO	MOR-DOR ag	Pemphigus Ab inh
1	CN(CC(=O)Nc1cc(S(=O)(=O)N2CCCCCC2)ccc1Cl)Cc1ccc2c(c1)OCO2	1	-26	-0.1	23	-2.3	.
2	COc1ccc(NC(=O)c2ccc(COc3ccccc3)o2)cc1	4	3	2.4	266	0.0	.
3	Cc1ccc(-n2[nH]c(C)c(/C=C3/C=Nc4ccccc43)c2=O)cc1C	1	-1	3.2	i	-0.6	92
4	Cc1cccc(NC(=S)NNC(=O)c2nn(C)cc2Cl)c1	-1	6	-0.5	6	-3.5	84
5	Cc1cc(NC(=O)C(C)SCC(=O)N(C)CC(=O)Nc2ccc(Br)cc2C)no1 (stereo unspecified)	3	-17	0.6	-4	-2.0	108
6	COc1ccc(C(=O)N/C(=C\c2ccco2)C(=O)NC2CCS(=O)(=O)C2)cc1 (stereo unspecified)	6	-1	7.3	-1	-2.2	92
7	CCOc1ccc(CCNC(=O)Cn2ccc3cc(S(=O)(=O)N4CCCC4)ccc32)cc1	-3	-13	-0.5	2	-2.2	89
8	O=C(Nc1sc2c(c1C(=O)O)CCC2)c1cccs1	6	2	3.1	202	-2.1	112
9	COC(=O)[C@]1(Cc2ccccc2)N[C@H](CN(C)C(=O)Nc2ccc(F)cc2)[C@@H]2C(=O)N(Cc3ccccc3)C(=O)[C@@H]21	-8	6	2.2	-15	-1.4	103
10	CC(C)C1Nc2ccc(C(=O)O)cc2C2C=CCC21 (stereo unspecified)	4	-11	-2.3	-4	-0.4	101

no.	HTR5A ag ctr	E coli growth	phage Ecoli inh	PfHsp90 yeast 2	MOR-DOR inv ag
1	10	-0.1	4.8	-6	9
2	-1	1.3	3.6	.	0
3	2	0.0	2.0	-7	2
4	-1	-1.0	0.0	-4	20
5	-1	-0.6	4.2	-10	11
6	0	0.5	2.8	6	12
7	-1	-0.6	1.6	-17	11
8	-8	3.8	3.5	-12	12
9	-2	-1.1	-1.2	-4	6
10	4	-1.7	0.9	15	2

# 3 records drawn at random from the list so far, as already listed:
no.	Structure	PKA-R1A activ	HTR5A inv ctr	AddAB inh	Mot1-301 SUMO	MOR-DOR ag	Pemphigus Ab inh
3	Cc1ccc(-n2[nH]c(C)c(/C=C3/C=Nc4ccccc43)c2=O)cc1C	1	-1	3.2	i	-0.6	92
4	Cc1cccc(NC(=S)NNC(=O)c2nn(C)cc2Cl)c1	-1	6	-0.5	6	-3.5	84
10	CC(C)C1Nc2ccc(C(=O)O)cc2C2C=CCC21 (stereo unspecified)	4	-11	-2.3	-4	-0.4	101

no.	HTR5A ag ctr	E coli growth	phage Ecoli inh	PfHsp90 yeast 2	MOR-DOR inv ag
3	2	0.0	2.0	-7	2
4	-1	-1.0	0.0	-4	20
10	4	-1.7	0.9	15	2

# The list goes on.
no.	Structure	PKA-R1A activ	HTR5A inv ctr	AddAB inh	Mot1-301 SUMO	MOR-DOR ag	Pemphigus Ab inh
11	CS(=O)(=O)Nc1cccc(C2=NN(S(C)(=O)=O)C(c3ccccc3)C2)c1 (stereo unspecified)	-8	0	1.6	0	-0.8	112
12	CCCCN(C(=O)CC1CCCCC1)c1c(N)n(CC(C)C)c(=O)[nH]c1=O	-5	4	0.0	-7	-1.5	96
13	Cc1ccc(S(=O)(=O)NC(C)C(=O)Nc2ccc(C(N)=O)cc2)cc1 (stereo unspecified)	-13	3	-2.0	-4	-2.3	100
14	CC12CCC(=O)N1C(C(=O)OCC(=O)Nc1cc(S(=O)(=O)N3CCCCC3)ccc1Cl)CS2 (stereo unspecified)	-6	-5	3.0	4	-0.2	100
15	Cc1ccc(NC(=O)Cn2nnc(C(=O)Nc3ccc(C)c(C)c3)c2N)cc1	-8	-14	-1.8	-8	-0.8	.
16	CCOC(=O)CSc1nnc(CNc2cccc(Cl)c2)n1-c1ccccc1	-10	-9	4.8	134	-1.1	101
17	CCOC(=O)C(C)Sc1nc2c(c(=O)[nH]c(=O)n2C)n1CCc1ccccc1 (stereo unspecified)	-10	-20	3.0	4	-1.1	101
18	COc1ccccc1OCCOc1ccc(C(=O)c2ccccc2)cc1	16	-25	3.5	9	0.9	98
19	CC(OC(=O)CCN=C1NS(=O)(=O)c2ccccc21)C(=O)Nc1ccc(F)cc1Cl (stereo unspecified)	-5	-12	0.3	-7	-1.7	100
20	O=c1oc2ccccc2c2c1ncn2-c1ccccc1	9	-5	0.6	15	-2.5	98

no.	HTR5A ag ctr	E coli growth	phage Ecoli inh	PfHsp90 yeast 2	MOR-DOR inv ag
11	0	1.1	1.3	-13	6
12	-1	-1.6	0.7	11	8
13	-1	1.1	3.0	10	12
14	-1	0.3	0.1	-1	1
15	4	0.4	5.9	.	4
16	-1	-0.2	2.6	8	6
17	-2	-2.6	1.3	-3	5
18	7	-3.6	1.2	-21	-5
19	5	1.5	2.4	5	12
20	2	-2.0	0.6	-1	13

no.	Structure	PKA-R1A activ	HTR5A inv ctr	AddAB inh	Mot1-301 SUMO	MOR-DOR ag	Pemphigus Ab inh
21	CCOC(=O)Cc1cc(=O)n2[nH]c(C)c(-c3ccc(OC)cc3)c2n1	-15	4	2.1	4	-2.4	87
22	CC(=O)/C=C\c1ccc(OC(=O)c2cccnc2)cc1	-12	18	1.1	6	-1.7	104
23	COc1ccc(NC(=O)CN(c2ccccc2)S(=O)(=O)N(C)C)cc1Cl	-8	4	2.9	2	-2.0	94
24	Cc1ccccc1-n1c(C)cc(/C=C2/C(=N)N3C(c4ccccc4)=CSC3=NC2=O)c1C	-2	5	-0.4	6	-2.7	94
25	Oc1c(C(c2ccccc2)N2CCCCC2)sc2ncnn12 (stereo unspecified)	6	-35	0.5	462*	-0.9	92
26	CC(=O)Nc1nc2ccc(NC(=O)c3ccco3)cc2s1	6	-11	2.0	-26	0.8	96
27	COc1cc2c(cc1NC(=O)COC(=O)[C@@H](NS(=O)(=O)c1cccc(Cl)c1)C(C)C)oc1ccccc12	-8	-13	3.6	7	2.0	80
28	CCc1cc2c(=O)n(CC(=O)NC3CCCCC3)cnc2s1	9	6	5.1	9	-0.9	.
29	CCOCCCNC(=O)C1CCN(S(=O)(=O)c2ccc3nc4c(c(C(=O)O)c3c2)CCCCC4)CC1	3	5	1.3	-4	-3.7	104
30	COCCNC(=O)/C(C#N)=C/c1ccc(-c2ccc(OC)cc2[N+](=O)[O-])o1	-6	11	3.8	-10	-1.4	106

no.	HTR5A ag ctr	E coli growth	phage Ecoli inh	PfHsp90 yeast 2	MOR-DOR inv ag
21	2	-0.7	3.8	9	10
22	-5	-1.0	-0.2	-3	8
23	1	-0.6	2.3	23	10
24	2	0.3	4.1	-13	14
25	12	-0.1	1.5	13	5
26	0	1.1	-0.2	3	-5
27	5	-0.3	0.6	-18	-10
28	2	5.0	3.6	6	5
29	-1	0.6	3.0	15	19
30	-4	2.6	1.0	9	7

no.	Structure	PKA-R1A activ	HTR5A inv ctr	AddAB inh	Mot1-301 SUMO	MOR-DOR ag	Pemphigus Ab inh
31	COc1ccc(CCNC(=O)c2ccc(N(C)S(=O)(=O)c3ccc(C)cc3)cc2)cc1	-5	2	-1.0	-10	-1.8	99
32	CC(=O)Nc1cc(C)ns1	2	9	.	.	-1.7	.
33	CN(C)S(=O)(=O)c1cccc(C(=O)OCC(=O)NC2CCCc3ccccc32)c1 (stereo unspecified)	10	-18	1.8	-9	-1.8	98
34	CSCCC1NC2(C(=O)Nc3c2ccc(Cl)c3C)[C@@H]2C(=O)N(C3CCCC3)C(=O)[C@H]12 (stereo partly specified)	0	-17	0.5	-7	4.3	98
35	COc1cc(C(=S)N2CCOCC2)cc(OC)c1OC(=O)c1ccc(C)cc1	-3	-3	.	-15	-3.3	103
36	Cc1c(O)ccc(C(=O)COc2ccccc2F)c1O	-4	-7	2.6	-43	-0.6	103
37	Cc1cccc(NC(=O)c2cc3c(s2)-c2c(C)cccc2OC3)n1	12	2	1.0	2	2.3	90
38	CCOC(=O)c1ccc(S(=O)(=O)N2CCN(CCc3ccncc3)CC2)cc1	-8	-10	0.0	-13	-0.1	98
39	CCCCCOC(=O)Nc1ccc(S(=O)(=O)Nn2cnnc2)cc1	-7	1	0.4	5	-4.3	127
40	CC(=O)C1=C(O)C(=O)N(Cc2ccccc2)C1c1ccc(Cl)cc1 (stereo unspecified)	1	12	0.2	-17	-3.3	94

no.	HTR5A ag ctr	E coli growth	phage Ecoli inh	PfHsp90 yeast 2	MOR-DOR inv ag
31	-1	-0.7	5.3	-12	9
32	-2	.	1.6	-5	8
33	2	0.7	3.8	21	9
34	6	-1.6	-0.1	1	-19
35	1	.	-0.2	1	16
36	2	2.5	4.6	-31	2
37	7	-0.1	3.1	-12	-12
38	4	-1.9	0.6	-1	0
39	5	0.3	2.6	-10	20
40	-4	1.5	2.6	15	15

no.	Structure	PKA-R1A activ	HTR5A inv ctr	AddAB inh	Mot1-301 SUMO	MOR-DOR ag	Pemphigus Ab inh
41	O=C(C[C@H]1C/C=C\CC[C@H](Cc2ccc(F)cc2)C(=O)OC[C@H]2CCCN2C1=O)N[C@H](CO)Cc1ccccc1	0	-1	1.2	.	-0.2	87
42	CCC1CCC/C1=N\NC(=O)c1ccccc1C (stereo unspecified)	7	-11	0.9	-11	-2.5	106
43	CCOc1ccc(C(=O)N(Cc2ccccc2)c2cccc(C)c2)cc1OC	-18	-1	0.1	236	4.0	96
44	COc1cc(OC)c(C2=NOC(C(=O)NCc3cccs3)C2)cc1Cl (stereo unspecified)	-9	2	2.2	119	-1.6	.
45	O=C1C2ON(c3ccccc3)C(c3cccnc3)C2C(=O)N1c1ccc(Cl)c(Cl)c1 (stereo unspecified)	-4	6	2.6	6	4.5	98
46	CC(NC(=O)CN1CCN(c2ccc(Cl)cc2)CC1)c1ccccc1 (stereo unspecified)	-1	-4	1.5	-18	-0.6	102
47	CC(Sc1c[nH]c2ccccc12)C(=O)O (stereo unspecified)	6	9	1.1	-5	-1.1	88
48	CCc1ccc2nc3sc(C(=O)O)cc3cc2c1	-5	1	8.2	-9	-1.4	102
49	Cc1cc(C)nc(-n2nc(C)c3c(C(=O)O)cc(-c4cccc(Br)c4)nc32)n1	-9	5	-1.3	12	-3.5	94
50	COc1ccc(Br)cc1CN(C)C(=O)Cc1ccc(S(=O)(=O)N2CCOCC2)s1	1	14	-0.7	-12	-3.3	100
51	COc1ccc(CN(C(=O)CN2C(=O)COc3ccccc32)C2CCCC2)c(OC)c1	-5	0	0.9	7	0.4	106

no.	HTR5A ag ctr	E coli growth	phage Ecoli inh	PfHsp90 yeast 2	MOR-DOR inv ag
41	0	-3.0	-0.1	6	1
42	0	0.2	-0.3	9	13
43	4	1.8	-1.0	-3	-21
44	-1	-0.6	2.8	-14	7
45	0	0.5	3.1	-10	-24
46	1	-1.0	2.2	4	3
47	3	-0.3	1.1	16	6
48	-6	2.1	3.5	-8	7
49	-3	0.7	2.8	13	18
50	-6	0.0	0.0	.	17
51	-1	-0.4	2.4	-17	-2

# Outcome played no part in choosing rows; overall some 3.2% were active at least once.
